CSN inh: CSN deneddylation inhibition; Q92905; Purified CSN, SCF-Nedd8-OG deneddylation, fluorescence polarization; inhibition, % at 12.5 µM; 360,000 tested, 0.38% active;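 active = pattern-corrected inhibition above about 35%, with an unprinted fluorescence ratio check between 0.5 and 1.5, limit read from the data, passing the limit was not always enough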;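 note: 0% = enzyme with substrate and 100% = substrate without enzyme; some results filed as inactive read as strong as hits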
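Assay system: purified human Csn5 enzyme expressed in HEK293T cells; Input: 0.24 nM Csn5 enzyme, final concentration; Reagent: 10 nM SCFSkp2-Nedd8OG; Compound dosing: 12.5 µM single point; Times: reaction 90 min, room temperature; Technique: fluorescence polarization readout.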
DNMT1 block: inhibitors of human DNMT1; P26358; 360,000 tested, 0.83% active; inhibition (reported as % activation of signal), % at 10 µM; AID 588458; DNMT1 molecular beacon, Hinp1I cleavage, fluorescence; in the data active = inhibition above about 50%
Tb MetRS inh: Trypanosoma brucei MetRS inhibition; AID 624268; purified T. brucei MetRS, ATP depletion, Kinase-Glo luminescence; inhibition, % at 11.9 µM; 360,000 tested, 0.4% active;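 active = inhibition above a per-plate cutoff of the control wells' mean inhibition plus 3 SD, cut at about 5.5% in these data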;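 note: 0% = DMSO wells median and 100% = median of wells with control inhibitor compound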
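Test system – parasite MetRS enzyme · Reagent – substrates ATP, L-methionine and bulk Escherichia coli tRNA · Doses – 11.9 µM compound single dose, 0.9% DMSO · Times – 15 min enzyme-compound preincubation, 2 h reaction, 10 min detection, 25 °C · Signal – Kinase-Glo luminescence, ATP depletion format · Controls – DMSO-only wells as low control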
STEP block: blocks human striatal-enriched tyrosine phosphatase | P54829 | recombinant STEP, OMFP fluorogenic substrate, fluorescence | inhibition, % at 20 µM | 360,000 tested, 0.25% active | AID 588621;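 active = inhibition at 20 µM, scaled per plate between control wells, above about 37%, limit read from the data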;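 note: 0% = DMSO with enzyme and substrate and 100% = substrate only without enzyme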
Target sequence (P54829 whole entry, looked up): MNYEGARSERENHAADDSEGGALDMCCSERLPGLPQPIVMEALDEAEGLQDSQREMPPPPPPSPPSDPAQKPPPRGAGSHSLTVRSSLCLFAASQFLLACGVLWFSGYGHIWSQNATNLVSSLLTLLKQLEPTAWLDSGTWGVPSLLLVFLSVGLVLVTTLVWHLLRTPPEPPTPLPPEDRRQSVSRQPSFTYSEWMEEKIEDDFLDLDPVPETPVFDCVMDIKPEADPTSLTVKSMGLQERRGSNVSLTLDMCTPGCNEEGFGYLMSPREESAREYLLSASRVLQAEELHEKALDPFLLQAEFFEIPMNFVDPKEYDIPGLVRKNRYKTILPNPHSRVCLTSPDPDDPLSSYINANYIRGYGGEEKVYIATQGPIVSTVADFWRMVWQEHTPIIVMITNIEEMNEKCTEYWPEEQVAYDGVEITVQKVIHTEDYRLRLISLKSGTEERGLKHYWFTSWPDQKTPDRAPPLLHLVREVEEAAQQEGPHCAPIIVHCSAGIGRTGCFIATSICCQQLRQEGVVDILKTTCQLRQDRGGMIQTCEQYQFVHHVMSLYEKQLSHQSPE
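System: STEP (striatal-enriched tyrosine phosphatase) enzyme, cell-free; medium: Bis-Tris pH 6.0 buffer with DTT, detergent; dosing: 20 µM, 1% DMSO; times: reaction 20 min, ambient temperature; detection: fluorescence, 480/540 nm; read-out basis: normalized % inhibition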
LMPTP block: LMPTP (human) inhibition; AID 651560; inhibition, % at 20 µM; 360,000 tested, 0.22% active; P24666; recombinant LMPTP-A, OMFP fluorogenic substrate, fluorescence intensity;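 active = compounds that cut the enzyme signal by at least half of the control window in the single-dose screen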;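 note: plate controls were DMSO wells with enzyme plus substrate for no effect and substrate without enzyme for full effect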
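Test system – LMPTP-A phosphatase enzyme · Quantity – 0.625 nM LMPTP-A final · Reagent – OMFP substrate, 400 µM final · Dosing – one test concentration per compound, 20 µM, with 3% DMSO overall · Timing – 50 min enzyme reaction at room temperature, protected from light · Detection – fluorescence intensity · Controls – substrate-only low control, DMSO enzyme-plus-substrate high control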
Rpn11 block: inhibitors of human proteasome Rpn11; O00487; human 26S proteasome, Ub4-pepOG fluorescence polarization; 20S core pre-blocked with epoxomicin; calls only at 20 µM; 360,000 tested, 0.59% active; AID 588493;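 active = inhibition at 20 µM, scaled to each plate's controls, above about 33%, limit read from the data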
Target sequence (O00487 whole entry, looked up): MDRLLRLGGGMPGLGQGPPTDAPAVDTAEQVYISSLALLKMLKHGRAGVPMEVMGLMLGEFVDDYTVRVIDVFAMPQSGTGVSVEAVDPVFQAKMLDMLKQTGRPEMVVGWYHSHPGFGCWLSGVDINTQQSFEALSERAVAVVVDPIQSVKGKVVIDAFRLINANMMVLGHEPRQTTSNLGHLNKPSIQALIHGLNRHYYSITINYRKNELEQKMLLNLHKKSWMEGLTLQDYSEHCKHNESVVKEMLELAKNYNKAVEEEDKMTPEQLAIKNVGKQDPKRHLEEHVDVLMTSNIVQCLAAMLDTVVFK
SUMO1 PPI mod: SUMO1-SIM interaction modulation | P63165 | SUMO1 binding to a labelled peptide, TR-FRET, 1 h | inhibition, % at 20 µM | 360,000 tested, 0.33% active | AID 602429; in the data active = inhibition above about 37%
Target sequence (P63165 whole entry, looked up): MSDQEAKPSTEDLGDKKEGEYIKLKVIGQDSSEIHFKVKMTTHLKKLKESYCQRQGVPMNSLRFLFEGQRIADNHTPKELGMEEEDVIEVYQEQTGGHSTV
PABP1 MLLE inh: inhibitors of microRNA-mediated deadenylation, human PABP1 MLLE binding. P11940. GST-MLLE / FITC-PAM2 fluorescence polarization. inhibition, % at 20 µM. 360,000 tested, 0.36% active. AID 588489; in the data active = inhibition above about 35%, passing the limit was not always enough;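 note: plate controls were DMSO wells with GST-MLLE for no effect and wells lacking GST-MLLE protein for full effect; some results filed as inactive read as strong as hits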
NadD block: inhibitors of Staphylococcus aureus NadD; purified NadD enzyme, colorimetric absorbance read-out; 360,000 tested, 0.78% active; inhibition, % at 20 µM; AID 602399; in the data active = inhibition above about 26%; note: some compounds past the cut are filed as inactive
Scp-1 inhibitor: inhibitors of human Scp-1 phosphatase; Q9GZU7; Recombinant Scp1, phosphopeptide, malachite green phosphate absorbance; inhibition, % at 20 µM; 340,000 tested, 0.88% active; AID 493091;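 active = inhibition above about 50% at 20 µM, limit read from the data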;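 note: plate controls were DMSO wells with enzyme for no effect and wells lacking enzyme for full effect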
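Test system – truncated SCP-1 phosphatase (76-261aa) · Reagent – Phosphorylated 17-residue peptide substrate · Incubation – 45 min room-temperature reaction, 5 min colour, 30 min stabiliser · Detection – colorimetric phosphate reagent with accelerator and stabiliser, absorbance at 630 nm · Measure – % inhibition at 20 µM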
The depositor's hits bear a star; i = inactive; . = no result given; + = active, no number; & = joins results of further samples; ! = repeats disagree.

SMILES	CSN inh	DNMT1 block	Tb MetRS inh	STEP block	LMPTP block	Rpn11 block	SUMO1 PPI mod	PABP1 MLLE inh	NadD block	Scp-1 inhibitor
Cn1c(CSCc2ccc(Cl)cc2)n[nH]c1=S	0.3	0.9	0.2	-1.7	-0.2	i	2.0	-5.0	9.4	7.2
CCn1c(=S)sc2c(=O)n(CC(=O)Nc3cc(OC)ccc3OC)c(C)nc21	6.2	-4.5	-0.1	2.0	0.5	i	-1.3	5.8	8.3	-13.7
CCN(CC)CCCn1c(=S)[nH]c2ccccc2c1=O	3.2	2.4	-0.6	-1.7	-0.3	i	2.2	-40.6	2.1	1.4
Cc1ccc(C)c(S(=O)(=O)N2CCCC2CNC(=O)C(=O)Nc2ccccc2)c1 (stereo not drawn)	2.5	-2.2	-0.2	-3.6	-0.6	i	-9.5	-3.1	-4.3	.
Clc1cccc(OCCn2cncn2)c1Cl	-1.7	1.2	-0.3	-0.6	-0.8	i	3.0	-10.2	-4.4	-9.7
O=C(O)c1ccc(S(=O)(=O)c2ccc(Sc3ccc(C(=O)O)c(C(=O)O)c3)cc2)cc1	5.9	0.3	1.0	26.7	-0.8	i	11.8	-0.9	-3.3	4.8
Cc1cc(C(F)(F)F)nn1CC(=O)NNC(=S)Nc1ccc(Cl)cc1	2.0	1.7	0.0	-0.1	0.3	i	4.0	29.4	-2.5	-2.8
CCC(=O)N1CCc2cc(S(=O)(=O)NC(Cc3ccccc3)C(=O)NC3CCCC3)ccc21 (stereo not drawn)	3.2	0.1	-0.1	-1.5	0.1	i	0.2	2.8	4.3	-6.0
CCOc1ccccc1N1CC(C(=O)Nc2ccccc2N2CCCC2)CC1=O (stereo not drawn)	-3.1	0.6	-0.3	2.4	-1.4	i	5.9	1.6	-5.6	-0.7
COc1ccc(-c2nc(NC(=O)c3ccc(OCC(=O)N4CCOCC4)c(OC)c3)sc2C)cc1	1.7	-8.6	-0.7	0.7	1.1	i	2.0	14.1	-5.3	-0.9
CS(=O)(=O)N1CCN(c2ccc([N+](=O)[O-])c(SCc3ccco3)c2)CC1	-8.4	-3.9	0.2	1.9	5.8	i	-12.1	8.9	0.0	-8.4
COc1ccc(CSCC(=O)NCCC(C)C)cc1	-1.7	0.5	-0.7	-3.0	0.9	i	0.1	2.3	0.5	-0.7

Fetched by structure from above, 2 records:
SMILES	CSN inh	DNMT1 block	Tb MetRS inh	STEP block	LMPTP block	Rpn11 block	SUMO1 PPI mod	PABP1 MLLE inh	NadD block	Scp-1 inhibitor
Clc1cccc(OCCn2cncn2)c1Cl	-1.7	1.2	-0.3	-0.6	-0.8	i	3.0	-10.2	-4.4	-9.7
CCOc1ccccc1N1CC(C(=O)Nc2ccccc2N2CCCC2)CC1=O (stereo not drawn)	-3.1	0.6	-0.3	2.4	-1.4	i	5.9	1.6	-5.6	-0.7

Other records
SMILES	CSN inh	DNMT1 block	Tb MetRS inh	STEP block	LMPTP block	Rpn11 block	SUMO1 PPI mod	PABP1 MLLE inh	NadD block	Scp-1 inhibitor
CCCC(=O)Nc1nnc(-c2ccc3c(c2)OCCO3)o1	1.0	-0.1	-0.7	-2.5	-2.4	i	-2.7	10.3	-5.1	-2.3
Cc1nn(-c2ccccc2)c(C)c1NC(=O)COC(=O)c1cccc(OC(F)F)c1	0.9	-0.1	-0.4	-1.7	-1.4	i	4.8	-14.8	-7.7	-11.4
CCCCCn1c(C(Cc2ccccc2)NC(=O)COC)nc2ccccc21 (stereo not drawn)	-2.2	-1.9	0.0	-3.1	0.2	i	7.3	-0.2	3.2	-11.2
Cn1cccc1Cc1nnc(SCC(=O)N2CCc3ccccc32)n1-c1ccc(F)cc1	-7.5	0.3	-1.7	-2.6	0.2	i	-0.2	-7.2	8.1	37.3
CCSc1nc2ccccc2n1C(=O)/C=C\c1ccc(OC)c(OC)c1	25.2	6.7	-3.4	-3.2	1.3	i	10.4	-5.7	-4.1	3.3
CN(C)S(=O)(=O)c1ccc(NC(=O)CN2C(=O)NC3(CCCC3)C2=O)cc1	4.6	0.2	-0.5	0.1	-0.8	i	-2.5	-13.1	3.8	-3.0
Cc1cc(C)cc(C(=O)N2CCN(Cc3ccc4c(c3)OCO4)CC2)c1	-0.8	1.6	-1.0	-3.0	-1.4	i	5.7	16.7	-5.2	-6.0
CC(C)c1nc2oc3c(NCC4CCCO4)ncnc3c2c2c1COC(C)(C)C2 (stereo not drawn)	5.6	-1.7	-0.5	2.0	0.2	i	-2.8	-18.0	9.7	-3.8
CCOC(=O)C1=C(COC(=O)COc2ccc(Br)cc2)NC(=O)NC1C (stereo not drawn)	3.6	4.1	-0.7	-0.2	2.4	i	-10.1	1.5	1.1	7.2
COCCCNC(=O)Cn1cc(/C=C(\C#N)C(=O)NC2CCCC2)c2ccccc21	-1.2	1.1	-0.3	-0.3	-1.2	i	-21.0	3.9	-2.9	-1.2
O=C(Nc1ccncc1)C1CCC(CNS(=O)(=O)c2cccc3nsnc23)CC1 (stereo not drawn)	0.5	-2.3	-0.4	2.8	-0.3	i	-27.7	4.2	-2.9	-4.1
CC(=O)c1ccc(NC(=O)C2CCCN2S(=O)(=O)c2cccs2)cc1 (stereo not drawn)	1.8	-3.0	-0.3	-1.9	0.2	i	-0.1	-11.2	-4.4	-9.0
Cc1ccc(NC(=O)c2c(C)nn(-c3ccccc3)c2Cl)c(C)c1	0.8	-1.3	-0.8	-3.4	2.1	i	0.8	-5.4	-7.3	-10.7
Cc1cccc(C)c1NC(=O)C(c1ccccc1OC(F)(F)F)N1CCN(c2ccc(F)cc2)CC1 (stereo not drawn)	-2.8	-6.7	-0.1	2.6	1.5	i	1.8	10.3	3.8	.
O=C(CCc1nnc(-c2ccc3c(c2)OCO3)o1)N(Cc1ccncc1)CC1CCCO1 (stereo not drawn)	2.4	1.5	-0.4	-1.9	-1.8	i	1.7	11.0	0.3	-6.0
CC1(C(=O)N2CCC(CC3CC(c4ccc(Cl)cc4)=NO3)(C(=O)NCC3CCCCC3)CC2)CC1 (stereo not drawn)	-1.1	0.7	0.9	3.5	1.1	i	-0.2	4.8	2.7	-8.1
C[n+]1c2cc(N)ccc2cc2ccc(N)cc21	-74.0&-74.2	+	1.6&0.5	i	8.4&30.5	i	78.4*!	i	32.8*	-0.7&3.8
COc1ccc(-c2ccc(CN3C(C(C)C)C(=O)N(Cc4cn(CCC5OCCO5)nn4)CCS3(=O)=O)cc2)cc1OC (stereo not drawn)	-4.6	-8.2	0.1	2.7	2.0	i	5.5	-12.1	7.0	.
O=C(Nc1ccc(F)cc1)C(CCc1ccccc1)N1CCN(C(=O)c2ccco2)CC1 (stereo not drawn)	1.7	.	0.1	.	0.5	.	0.9	.	.	.
c1ccc(-c2nc3ccccc3s2)nc1	5.5&1.3	3.6&-1.3	-0.2&-0.7	-0.8&-0.4	0.3&-2.3	i	-5.5&-4.1	-8.0&5.9	-6.9&1.4	-2.2&-7.8
O=C(O)/C(=C\c1ccco1)NC(=O)c1cccc2ccccc12	13.8	42.9	0.8	0.5	-0.1	i	1.2	11.4	-1.9	25.9
COc1cc(CSc2nnnn2-c2ccc(C)cc2)cc(OC)c1OC	-0.8	-5.5	-1.0	1.2	1.5	i	-1.8	-9.6	-5.2	-13.5
COc1cccc(CNC(=O)CC2Sc3ccccc3NC2=O)c1 (stereo not drawn)	0.1	-0.1	0.3	-2.4	-0.6	i	13.6	-6.0	-2.6	-6.2
COc1ccc(S(=O)(=O)Nc2ccccc2OC)cc1NC(=O)c1cc2ccccc2oc1=O	-14.3	2.3	-0.4	3.8	-0.5	i	-4.2	-16.3	4.5	-2.7
Cc1ccc(C(=O)Oc2ccccc2N2C(=O)C3CCCCC3C2=O)cc1 (stereo not drawn)	2.1	-0.5	-0.9	2.3	-1.2	i	3.0	-0.1	7.5	-10.8
COc1ccc(OC)c(C(=O)CC2OC(=O)c3ccccc32)c1 (stereo not drawn)	-2.1	8.3	0.1	1.2	-0.1	i	-0.9	5.4	-4.6	-6.0
Nc1c(C(=O)c2ccc(Cl)cc2)sc2nsc(SCCN3CCOCC3)c12	37.6*	-11.3	0.6	-1.5	3.4	.	-25.9	-70.5	-0.8	-14.1
CC(OC(=O)c1ccco1)C(=O)Nc1nc(-c2ccccc2)cs1 (stereo not drawn)	3.6	-4.4	-0.3	-3.0	1.0	i	-1.7	10.2	-5.9	-6.7
C=CCNC(=O)c1c[nH]c2ccc(S(=O)(=O)N(C)c3ccc(OCC)cc3)cc2c1=O	-4.3	0.1	-1.5	0.8	1.3	i	5.3	-0.7	-2.3	5.2
CC1(C)Cc2c(sc3ncn4c(=S)[nH]nc4c23)CO1	-0.3	-3.0	-0.6	-1.6	-0.3	i	1.6	25.7	-2.3	-0.4
CCOC(=O)C1=C(c2ccccc2)Nc2ncnn2C1c1ccc(O)cc1 (stereo not drawn)	-3.0	5.8	-1.4	0.2	0.8	i	2.0	2.9	-3.0	2.5
O=C(CCc1ccccc1)Nc1cc(C(=O)O)cc(C(=O)O)c1	-4.9	0.9	0.9	1.9	-0.2	i	0.9	8.8	-4.2	-7.0
COc1ccc2nc(Nc3ccccc3)sc2c1	8.5	0.6	-1.0	-1.7	0.7	i	-1.0	-6.4	-5.5	-2.5
Cc1ccc(C)c(OCC(=O)N(C)CC(=O)Nc2ccc(Cl)c(C(F)(F)F)c2)c1	-3.2	-4.0	-0.5	0.2	2.9	i	2.2	4.1	-7.0	-1.1
CCOc1ccc(CC(C(=O)NN)C(=O)NN)cc1CN(C)C	2.1	2.7	-1.0	0.4	-0.4	i	-2.9	-2.2	-2.0	-6.3
O=C(CN1CCc2ccccc21)NCc1ccccc1Cl	-6.6	-6.5	0.5	0.8	0.0	i	-0.2	2.9	1.8	1.6
O=C(c1ccccc1)c1ccc2nc(N3CCCCC3)c3nncn3c2c1	1.7	-4.7	-0.3	4.1	2.6	i	-3.1	-21.6	6.2	-9.1
COc1ccc(NC(=O)C2Cc3c(-c4cccc(C(C)=O)c4)ccnc3O2)cc1OC (stereo not drawn)	-3.7	3.0	-0.5	-1.1	-1.1	i	-0.6	-9.5	1.7	.

CSN inh, what is marked active above
| Structure | CSN inh | DNMT1 block | Tb MetRS inh | LMPTP block | Rpn11 block | SUMO1 PPI mod | PABP1 MLLE inh | NadD block | Scp-1 inhibitor |
| --- | --- | --- | --- | --- | --- | --- | --- | --- | --- |
| Nc1c(C(=O)c2ccc(Cl)cc2)sc2nsc(SCCN3CCOCC3)c12 | 37.6* | -11.3 | 0.6 | 3.4 | . | -25.9 | -70.5 | -0.8 | -14.1 |

Screens from PubChem BioAssay.
